Assay outcomes: PubChem, Broad Institute
S100A4 inh HTS: blocks human S100A4 binding to myosin IIA peptide | 0.14% of 360,000 active | AID 652163 | P26447 | S100A4/TAMRA-MyoIIA peptide fluorescence polarization | inhibition, % at 10.7 µM;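 active = mean inhibition of at least 70% across replicates, with every replicate also reaching that level; inconclusive = mean inhibition reaches 70% but some replicates fall short; inactive = mean inhibition below 70%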
Target sequence (P26447 whole entry, looked up): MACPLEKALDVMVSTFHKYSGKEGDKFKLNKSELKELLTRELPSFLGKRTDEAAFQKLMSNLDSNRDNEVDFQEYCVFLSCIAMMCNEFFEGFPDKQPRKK
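Test system – S100A4 monomer (human) · Compound – single-point compound testing · Schedule – 5 min incubation before reading · Probe or stimulus – TAMRA-labelled myosin IIA heavy-chain peptide probe, 5 nM · Benchmarks – neutral control DMSO, positive control TFP · Medium – Calcium-containing HEPES buffer, pH 7.2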
PAX8 inh HTS: inhibitors of PAX8 transcriptional activity in RMG-I cells | RMG-I TPO-luciferase reporter, SteadyGlo, 24 h | inhibition, % at 12.6 µM | 1.2% of 360,000 active | AID 652154;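 active = mean replicate inhibition at least 60% with every replicate also reaching 60%; inconclusive = only one of the two criteria is met; inactive = mean below 60% and not all replicates reaching 60%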;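 also: luciferase light reporting Pax8 driven TPO promoter activity; plate controls were median of neutral control wells for no effect and mitoxantrone controls for full effect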
PglD inh: blocks C. jejuni PglD acetyltransferase activity. purified PglD enzyme, DTNB colorimetric CoA detection. inhibition, % at 12.5 µM. 0.098% of 360,000 active. AID 602405; in the data active = inhibition above about 16%, passing the limit was not always enough; inconclusive = no clear call, values can overlap the other calls; also: strong numbers were not always called active
PGC1a acetyl inh: lowers PGC1a acetylation signal in U2OS cells; 0.17% of 350,000 active; AlphaScreen anti-acetyl-lysine; with virally co-expressed GCN5 acetyltransferase; AID 651687; inhibition, % at 15.6 µM;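 active = every replicate shows inhibition of at least 40%; inconclusive = mean inhibition at least 40% but some replicate below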;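 also: 0% = neutral control wells and 100% = positive control wells; some results beyond the cut were filed as inactive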
FN deposit inh: fibronectin deposition inhibition; AH1F fibroblasts, Alexa488-fibronectin deposition fluorescence, overnight; inhibition, % at 12.6 µM; 0.086% of 350,000 active; AID 743247;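 active = mean inhibition across replicates of 30% or more, regardless of how many single replicates reach that level; inconclusive = mean under 30% yet at least half of replicates reach 30%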;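 also: positive control wells lacked labelled fibronectin entirely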
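Material: AH1F fibroblast monolayer depositing Alexa488-labelled fibronectin into matrix | Input: 10000 AH1F cells/well | Medium: DMEM plus 2% serum, read in PBS | Reagent: Alexa488-fibronectin, 24 nM final in well | Compound dosing: One dose per compound, pinned | Schedule: 1 h adhesion, overnight exposure | Measured by: Fluorescence at 485 nm excitation, 525 nm emission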
ERAP1 HTS inh: ERAP1 (human) enzyme inhibition. inhibition, % at 10.7 µM. 0.15% of 340,000 active. recombinant ERAP1, Leu-AMC fluorescence, 60 min;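 active = mean replicate inhibition of at least 30%, or all replicates individually reaching that 30% level; inactive = mean below 30% and not every replicate reaching it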;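 also: 0% = neutral control wells and 100% = L-leucinethiol positive control wells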
Target sequence (Q9NZ08 whole entry, looked up): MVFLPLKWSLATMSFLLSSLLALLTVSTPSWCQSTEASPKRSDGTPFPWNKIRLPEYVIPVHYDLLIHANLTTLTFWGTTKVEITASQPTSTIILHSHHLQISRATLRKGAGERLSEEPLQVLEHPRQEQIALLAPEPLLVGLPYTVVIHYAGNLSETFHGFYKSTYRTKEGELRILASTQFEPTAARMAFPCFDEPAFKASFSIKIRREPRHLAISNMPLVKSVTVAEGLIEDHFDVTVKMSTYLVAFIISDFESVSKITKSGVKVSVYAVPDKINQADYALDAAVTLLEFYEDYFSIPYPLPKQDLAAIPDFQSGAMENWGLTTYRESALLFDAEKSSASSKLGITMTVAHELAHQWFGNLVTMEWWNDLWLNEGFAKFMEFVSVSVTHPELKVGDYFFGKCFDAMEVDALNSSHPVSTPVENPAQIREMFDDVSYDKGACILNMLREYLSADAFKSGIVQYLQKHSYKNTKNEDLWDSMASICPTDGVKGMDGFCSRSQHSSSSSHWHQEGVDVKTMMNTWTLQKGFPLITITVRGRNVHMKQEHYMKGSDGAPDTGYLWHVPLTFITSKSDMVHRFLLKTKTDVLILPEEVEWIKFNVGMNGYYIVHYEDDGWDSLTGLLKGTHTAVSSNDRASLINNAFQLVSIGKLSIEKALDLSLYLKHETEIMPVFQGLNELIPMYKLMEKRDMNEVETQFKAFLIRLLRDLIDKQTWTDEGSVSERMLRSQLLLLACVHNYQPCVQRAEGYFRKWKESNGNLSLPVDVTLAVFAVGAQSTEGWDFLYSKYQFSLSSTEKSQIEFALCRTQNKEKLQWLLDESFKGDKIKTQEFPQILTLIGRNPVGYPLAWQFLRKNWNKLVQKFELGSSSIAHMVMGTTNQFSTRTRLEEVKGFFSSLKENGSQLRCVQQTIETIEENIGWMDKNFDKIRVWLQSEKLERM
EWS-Fli inh: blocks EWS/Fli oncoprotein-driven transcription; A673 NR0B1-luciferase reporter, viability-normalised; inhibition, % at 12.6 µM; 0.67% of 350,000 active;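 active = mean inhibition of at least 50% after viability correction, with every replicate also passing that limit; inconclusive = mean reaches 50% but only one of two replicates passes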;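 also: firefly luciferase signal divided by Alamar Blue viability fluorescence both relative to DMSO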
LGR2 antag: inhibitors of bursicon-induced Drosophila LGR2 receptor cAMP signaling | HEK293 LGR2, CRE-luciferase, bursicon-stimulated, 4 h | inhibition, % at 9.99 µM | 0.35% of 380,000 active | AID 720647;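 active = drop in luminescence signal, shown as inhibition above about 50% in the replicate tests, limit read from the data, passing the limit was not always enough; inconclusive = probably only some replicates passing the limit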;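 also: agonist challenge used bursicon conditioned medium at about half maximal strength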
Active calls of the source: *; ? = inconclusive; / = not tested or not shown. No enrichment for hits; about 2.1% have a hit in one of these screens.

SMILES | S100A4 inh HTS | PAX8 inh HTS | PglD inh | PGC1a acetyl inh | FN deposit inh | ERAP1 HTS inh | EWS-Fli inh | LGR2 antag
Cc1ccc(CNc2ccc([N+](=O)[O-])cc2C(N)=O)cc1 | -2 | -128 | 0 | / | 1 | 3 | -93 | -104
O=c1c2c(C(F)(F)F)cc(C(F)(F)F)nc2[nH]n1-c1ccccc1 | -1 | / | 6 | -8 | / | 1 | -8 | -14
Cc1ccc(C(O)(CNCc2ccccc2)c2ccccc2)cc1 (stereo not given) | -4 | 13 | 2 | 25 | -9 | 0 | 13 | 3
O=C1CC[C@@H]2C[C@@]3(C[C@@H]4CCN1[C@H]24)Nc1cc([N+](=O)[O-])ccc1NC3=NCc1ccccc1 | -3 | -11 | -4 | -7 | -2 | 1 | 19 | 8
Cc1csc(NC(=O)CNC(=O)OCc2ccccc2)n1 | / | -7 | -7 | -1 | -5 | / | / | /
CC1(C(=O)O)CCC(C(N)=O)C1(C)C (stereo not given) | 2 | 9 | / | 3 | -8 | / | 1 | 1
COc1cccc(-c2nc3nc(C)cc(C)n3c2NCc2ccccc2)c1 | -1 | -10 | / | / | 11 | -2 | 2 | -9
CCN1CCN(c2ccc(S(=O)(=O)N3CCCCC3)cc2NC(=O)/C=C/c2ccc(F)cc2)CC1 | 1 | 1 | -2 | / | -6 | 2 | 6 | -5
C[C@H]1CCCCO[C@@H](CN(C)Cc2ccncc2)[C@@H](C)CN([C@@H](C)CO)C(=O)c2cc(NS(C)(=O)=O)ccc2O1 | 0 | -12 | -1 | -10 | / | 0 | -6 | 12
Cc1ccccc1S(=O)(=O)N1CC[C@@H]2[C@H](CO)Nc3ccc(-c4ccccc4)cc3[C@@H]21 | 0 | 11 | 1 | -13 | 0 | 1 | -11 | 22
CC12CCC(C(=O)N(CC(=O)O)C1=O)C2(C)C (stereo not given) | 0 | 9 | -4 | 1 | 7 | 22 | 0 | -6
CCOC(=O)N1CCN(S(=O)(=O)c2ccc(OCC(=O)OC)c(Cl)c2)CC1 | -5 | / | -5 | 3 | / | 0 | 14 | -3
CCc1ccccc1NC(=O)COC(=O)c1cccs1 | -7 | -18 | -3 | 23 | 5 | -6 | 1 | 8
COCCC(=O)Nc1ccc2c(c1)CN(C(=O)CSC)CC2 | 1 | 0 | 1 | 6 | -5 | -3 | -5 | -11
C[C@@H]1CN([C@@H](C)CO)C(=O)c2cccc(NC(=O)c3nc4ccccc4s3)c2O[C@H]1CN(C)Cc1ccc(Cl)c(Cl)c1 | -3 | / | 4 | 14 | / | 0 | 6 | 0
O=C(NCCc1ccc(Cl)cc1)C1CCC(CNc2nc(=S)[nH]c3ccccc23)CC1 (stereo not given) | 2 | 40 | / | -2 | -10 | 0 | 19 | 13
CC/C(=N\NC(=O)CSCc1ccccc1Cl)c1ccc2c(c1)OCCO2 | / | -10 | 2 | -3 | 4 | / | / | -13
CC(C)Cc1nnc(NC(=O)CCC(=O)NC2CCCc3ccccc32)s1 (stereo not given) | / | 8 | 0 | / | 2 | / | / | 8
COc1ccc(S(=O)(=O)CCC(=O)N2CCN(c3ccc([N+](=O)[O-])cc3)CC2)cc1 | 3 | 19 | -3 | -9 | 14 | 1 | 9 | -2
CCC(C)NC(=O)CN(c1cc(Cl)ccc1OC)S(C)(=O)=O (stereo not given) | / | / | 1 | -3 | 8 | / | / | 16

Sorted by number of heavy atoms (lowest first): part of the list above.
SMILES | S100A4 inh HTS | PAX8 inh HTS | PglD inh | PGC1a acetyl inh | FN deposit inh | ERAP1 HTS inh | EWS-Fli inh | LGR2 antag
Cc1ccc(CNc2ccc([N+](=O)[O-])cc2C(N)=O)cc1 | -2 | -128 | 0 | / | 1 | 3 | -93 | -104
CCC(C)NC(=O)CN(c1cc(Cl)ccc1OC)S(C)(=O)=O (stereo not given) | / | / | 1 | -3 | 8 | / | / | 16
Cc1ccccc1S(=O)(=O)N1CC[C@@H]2[C@H](CO)Nc3ccc(-c4ccccc4)cc3[C@@H]21 | 0 | 11 | 1 | -13 | 0 | 1 | -11 | 22

Further compounds follow.
SMILES | S100A4 inh HTS | PAX8 inh HTS | PglD inh | PGC1a acetyl inh | FN deposit inh | ERAP1 HTS inh | EWS-Fli inh | LGR2 antag
C[C@@H]1CN([C@H](C)CO)S(=O)(=O)c2ccc(C#CC3(O)CCCC3)cc2O[C@@H]1CN(C)C(=O)Nc1cccc(F)c1 | 5 | / | 2 | -5 | -5 | 4 | 14 | 33
O=c1[nH]c(=S)[nH]cc1Oc1ccc(Cl)cc1Cl | -9 | 18 | 9 | / | 3 | 1 | 3 | 11
CC(=O)c1ccc(N2CCN(CC(=O)N(C3CC3)C3CCS(=O)(=O)C3)CC2)c(F)c1 (stereo not given) | 3 | -1 | 4 | 0 | / | -3 | 4 | -4
C[C@@H]1CN([C@H](C)CO)C(=O)c2cccc(NS(=O)(=O)c3ccc(F)cc3)c2O[C@H]1CN(C)Cc1ccc(Cl)c(Cl)c1 | 8 | / | -1 | -2 | -19 | -1 | 13 | 28
COc1ccc(CSCCNC(=S)Nc2ccccc2)cc1Cl | -10 | 9 | / | -2 | -3 | / | 7 | 2
Cc1csc2ncc(C(=O)Nc3ccccc3Cl)c(=O)n12 | 36 | -5 | -2 | 2 | -4 | -3 | -70 | 6
CN1C(=O)c2cc(NC(=O)C3CC3)ccc2OC[C@@H]2O[C@H](CC(=O)NCc3ccccc3F)CC[C@H]21 | 2 | -22 | / | / | -13 | 0 | -8 | 6
COCc1cc(=O)n2[nH]c(N)nc2n1 | 8 | -3 | 0 | 7 | 1 | 1 | 0 | -3
C[C@H](CO)N1C[C@H](C)[C@H](CN(C)C(=O)Nc2ccccc2)Oc2ccc(NC(=O)NC3CCCCC3)cc2CC1=O | 17 | -15 | -2 | -13 | / | 2 | 4 | -9
CCOC(=O)c1c(NC(=O)C2C3C=CC(C3)C2C(=O)O)sc2c1CCCC2 (stereo not given) | -1 | 25 | / | 2 | -5 | -3 | -1 | 3
O=C(c1ccc2c(c1)OCO2)N1CCN(c2ncccn2)CC1 | 1 | 6 | / | 5 | -3 | 2 | -16 | 6
C[C@@H]1CN([C@@H](C)CO)S(=O)(=O)c2ccc(C#Cc3cccnc3)cc2O[C@H]1CN(C)CC1CCCC1 | 2 | 25 | 3 | -10 | / | / | 19 | 7
O=C(COC(=O)c1ccc2c(c1)OCCO2)NCc1ccc(Cl)cc1 | -8 | 4 | 0 | -7 | 10 | -5 | -1 | 10
O=C(C1CCCC1)N1CCCCN2[C@H](CO)[C@H](c3ccc(C#CC4CC4)cc3)[C@@H]2C1 | -3 | 19 | 3 | 1 | / | -3 | -6 | /
COC(=O)NC1(C(=O)O)CCCC1 | 0 | 3 | 6 | 5 | -3 | -1 | 0 | 13
COc1cccc(NC(=O)C[C@@H]2CC[C@H]3[C@H](COc4ccc(NC(=O)c5ccccc5F)cc4C(=O)N3C)O2)c1 | -3 | 21 | 0 | -19 | 6 | 1 | 12 | -20
COC(=O)[C@H](Cc1ccc(O)cc1)NC(=O)Cn1cnc2c(OCc3ccccc3)ncnc21 | -9 | -5 | 5 | -6 | -12 | 1 | 7 | -2
CC(C)C(OC(=O)CCC(=O)Nc1nccs1)C(=O)NC1CCCCC1 (stereo not given) | -4 | 2 | -6 | 3 | 4 | -1 | -6 | 8
CCCN=C1CC(C)(C)CC(=O)/C1=C(/O)CCC | 1 | 3 | / | -1 | 11 | 0 | -3 | -18
COc1c(-c2ccc([N+](=O)[O-])cc2[N+](=O)[O-])c(=O)n(C)c(=O)n1C | -7 | 11 | -1 | 2 | -2 | 2 | 0 | 3
COc1ccc(CNc2ccc(Br)cc2)cc1 | -2 | -44 | / | / | 1 | 3 | -100 | -43
COC(=O)Cn1c(=NC(=O)c2ccc(S(=O)(=O)N3CCOCC3)cc2)sc2cc(S(N)(=O)=O)ccc21 | 3 | / | 0 | 13 | 5 | 2 | 13 | -7
CCC(CC)C(=O)N(C)c1c(C)nc2c(OCc3ccc(OC(F)F)cc3)cccn12 | -5 | -1 | -5 | -8 | 5 | -5 | 4 | -9
COC(=O)c1nc[nH]c1C(=O)OC | 11 | -14 | 9 | -12 | 2 | / | -5 | /
O=C(CCSc1ccccc1)NCCSCc1ccco1 | / | 13 | 0 | 9 | 10 | / | / | -72
Cc1cccc(CNc2ncnc3ccc(-c4ccccc4Cl)cc23)c1 | -2 | 13 | -5 | 1 | -8 | -1 | 8 | 9
C[C@H]1CN([C@@H](C)CO)C(=O)c2cc(NC(=O)Nc3ccc4c(c3)OCO4)ccc2O[C@H]1CN(C)S(=O)(=O)c1ccccc1 | -15 | / | 0 | -8 | / | -4 | 2 | 9
Cc1ccsc1C(=O)OCC(=O)NC1CCCC(C)C1C (stereo not given) | 0 | -5 | -2 | 17 | 2 | 3 | -7 | -3
COc1ccccc1C#Cc1cnc2c(c1)C(=O)N([C@@H](C)CO)C[C@@H](C)[C@H](CN(C)C(C)=O)O2 | -17 | / | 1 | -1 | / | 0 | -11 | -10
O=C(CN1CCN(S(=O)(=O)c2ccc(Br)cc2)CC1)N/N=C/c1ccc(Cl)c([N+](=O)[O-])c1 | -5 | 16 | / | / | / | -1 | -7 | -1
COCC(=O)Nc1ccc2c(c1)OC[C@@H](C)N(C(=O)C1CCCC1)C[C@H](C)[C@@H](OC)CN(C)C2=O | / | 9 | 4 | -4 | 1 | / | -2 | 3
Cc1cccc(OCCC(=O)Nc2ccccc2C(N)=O)c1 | 0 | -4 | -6 | 12 | -2 | -3 | -23 | 0
Cc1ccccc1S(=O)(=O)NC(=O)C1(C)CCN1C(=O)CC1CCCCC1 (stereo not given) | 0 | -21 | -1 | -2 | 2 | 0 | -3 | -6
C[C@@H]1CN([C@@H](C)CO)S(=O)(=O)c2ccc(C3=CCCC3)cc2O[C@H]1CN(C)C(=O)C1CC1 | / | / | / | -7 | -9 | / | 6 | -6
CCN(CC)CCn1c2c(c(SCC(=O)Nc3cccc4ccccc34)nc1=O)CCC2 | 10 | 12 | -1 | / | / | 0 | -2 | -4
C[C@H]1CN([C@@H](C)CO)C(=O)Cc2cc(NC(=O)CCC(F)(F)F)ccc2O[C@H]1CN(C)Cc1ccncc1 | 14 | -7 | -2 | 4 | / | -3 | / | -13
O=C(COC(=O)Cc1ccc(F)cc1)NC1CCCCCC1 | -7 | 5 | -6 | 2 | -10 | -2 | 1 | -1
CN(C)CCCNC(=O)C[C@H]1CC[C@@H]2[C@H](COC[C@@H](O)CN2CC2CCCCC2)O1 | -11 | / | / | / | -13 | -1 | 1 | -6
COc1cccc(NC(=O)N(C)C[C@H]2Oc3ncc(C4=CCCCC4)cc3C(=O)N([C@@H](C)CO)C[C@@H]2C)c1 | -10 | / | 3 | -8 | / | 5 | -1 | 21
O=C(CSC1CS(=O)(=O)c2cc([N+](=O)[O-])ccc21)NNC(=O)c1ccc(Cl)cc1 (stereo not given) | -9 | 33 | -1 | / | -4 | -2 | 9 | -4
COC(=O)C[C@H]1CC[C@H](NC(=O)c2ccccc2)[C@@H](CO)O1 | -4 | 4 | -2 | 7 | 4 | 0 | -4 | 19
COc1ccc(CN(C)C[C@@H]2Oc3ccc(NS(=O)(=O)c4c(C)noc4C)cc3C(=O)N([C@H](C)CO)C[C@H]2C)cc1 | -29 | / | -2 | ? | 10 | 1 | -10 | 3
